Screens from PubChem.
NCI-60 one-dose screen, 48 h, at 10 µM unless noted. Numbers give growth in % (100 = growth as untreated, 0 = no growth, -100 = all killed).
CCRF-CEM – CCRF-CEM leukemia. 77,000 compounds, 7% hits. AID 1794778
HOP-62 – HOP-62 NSCLC; 80,000 compounds, 3.9% hits; AID 1794735
RPMI-8226 – RPMI-8226 leukemia cells. 77,000 compounds, 7.5% hits
MOLT-4 – MOLT-4 leukemia cells; 80,000 compounds, 6.9% hits; AID 1794779
EKVX – EKVX NSCLC | 71,000 compounds, 3% hits | AID 1794765
HOP-92 – HOP-92 NSCLC cells | 71,000 compounds, 6.3% hits | AID 1794738
M14 – M14 melanoma; 80,000 compounds, 6.2% hits; AID 1794745
A549/ATCC – A549/ATCC NSCLC. 81,000 compounds, 3.7% hits
* marks the source's active call; other numbers are inactive results; · = not tested or not shown; & = joins results of further samples; [ ] = remark or other dose. Rule for the calls: active = growth percent below 10; inactive = the rest. An unsorted share of the library; 13% or so of the library scored in one or more.

canonical_smiles,CCRF-CEM,HOP-62,RPMI-8226,MOLT-4,EKVX,HOP-92,M14,A549/ATCC
CC(=O)Oc1cc(NS(=O)(=O)c2ccc(C)cc2)ccc1C(=O)O,104,95,106,103,103,103,105,92
CCOC(CN1CCCC1)OCC,83,102,·,124,105,·,102,99
CN1CCN(CCNC(=O)Nc2ncccc2OCc2cccc(F)c2)CC1,28,98,100,100,99,89,101,99
COc1cc(C(C)=O)ccc1O,97,105,103,91,·,99,101,97
CCN(CC)CCCC(Cc1ccccc1)Nc1c2ccc(Cl)cc2nc2ccc(OC)cc12 (centres undefined),-0.5*,67,-6.2*,4.6*,27,-4.7*,-77*,39
CC(NC(=O)CSCC1NC(=O)C2C(N1)SC1CCCC12)C1CNN(C)C1 (centres undefined),100,96,104,104,87,86,98,102
CC(=O)[C@@]1(O)CC[C@H]2[C@@H]3CC[C@@H]4CC(=O)CC[C@]4(C)[C@H]3[C@@H](O)C[C@@]21C,94,74,98,94,89,84,93,82
C=C(C(=O)O)[C@@H]1CC/C(C)=C/CC[C@@]2(C)O[C@H]2[C@H]1O,96,108,93,97,99,107,96,88

canonical_smiles,CCRF-CEM,HOP-62,RPMI-8226,MOLT-4,EKVX,HOP-92,M14,A549/ATCC
O=C(O)CCN1C(=O)/C(=C/c2ccc(Cl)cc2)SC1=S,103,94,103,112,102,133,105,99
Cc1c(Cl)ccc2c(C(=O)Cl)cc(-c3ccccc3)nc12,88,85,92,96,96,94,98,93
COc1ccc(C=NCCN=Cc2ccc(OC)c(OC)c2)cc1OC,116,116,112,102,103,·,113,93
Nc1c(-c2ccc3c(c2)OCCO3)oc2ccc(Cl)cc2c1=O,90,100,97,85,98,92,111,94
CN(Cc1ccccc1)c1nc(Cl)c(/C=C/C(=O)c2ccc(Cl)cc2)s1,46,89,66,37,76,90,81,74
Oc1ccc(C#CCOc2ccccc2)cc1CNCCN(Cc1ccccn1)Cc1ccccn1,6.8*,13,·,1.7*,16,43,6.2*,8.1*
O=C1C(O)=C(O[C@@H]2OC(CO)[C@@H](O)[C@@H](O)C2O)C(=O)c2ccccc21 (some centres undefined),114,104,107,114,104,107,109,102
CCCCCCCCN(CCO)CCCCCCCC,99,103,121,91,·,97,101,100

Eleven compounds from above, ordered by length of the SMILES, falling.
canonical_smiles,CCRF-CEM,HOP-62,RPMI-8226,MOLT-4,EKVX,HOP-92,M14,A549/ATCC
CC(=O)[C@@]1(O)CC[C@H]2[C@@H]3CC[C@@H]4CC(=O)CC[C@]4(C)[C@H]3[C@@H](O)C[C@@]21C,94,74,98,94,89,84,93,82
O=C1C(O)=C(O[C@@H]2OC(CO)[C@@H](O)[C@@H](O)C2O)C(=O)c2ccccc21 (some centres undefined),114,104,107,114,104,107,109,102
C=C(C(=O)O)[C@@H]1CC/C(C)=C/CC[C@@]2(C)O[C@H]2[C@H]1O,96,108,93,97,99,107,96,88
CCN(CC)CCCC(Cc1ccccc1)Nc1c2ccc(Cl)cc2nc2ccc(OC)cc12 (centres undefined),-0.5*,67,-6.2*,4.6*,27,-4.7*,-77*,39
Oc1ccc(C#CCOc2ccccc2)cc1CNCCN(Cc1ccccn1)Cc1ccccn1,6.8*,13,·,1.7*,16,43,6.2*,8.1*
CN(Cc1ccccc1)c1nc(Cl)c(/C=C/C(=O)c2ccc(Cl)cc2)s1,46,89,66,37,76,90,81,74
CC(NC(=O)CSCC1NC(=O)C2C(N1)SC1CCCC12)C1CNN(C)C1 (centres undefined),100,96,104,104,87,86,98,102
Nc1c(-c2ccc3c(c2)OCCO3)oc2ccc(Cl)cc2c1=O,90,100,97,85,98,92,111,94
O=C(O)CCN1C(=O)/C(=C/c2ccc(Cl)cc2)SC1=S,103,94,103,112,102,133,105,99
COc1ccc(C=NCCN=Cc2ccc(OC)c(OC)c2)cc1OC,116,116,112,102,103,·,113,93
COc1cc(C(C)=O)ccc1O,97,105,103,91,·,99,101,97

(further entries)
canonical_smiles,CCRF-CEM,HOP-62,RPMI-8226,MOLT-4,EKVX,HOP-92,M14,A549/ATCC
COc1cc(-c2noc(-c3ccc(N)cc3)n2)cc(OC)c1OC,90,102,79,86,87,·,103,95
Cc1ccc2[nH]cc(-c3nc(-c4c[nH]c5ncccc45)cs3)c2c1,36,77,54,24,59,51,71,39
C=C(C)[C@@H]1CC[C@]2(C(=O)N3CCN(C)CC3)CC[C@]3(C)[C@H](CC[C@@H]4[C@@]5(C)CC[C@H](OP(=O)(OCC)OCC)C(C)(C)[C@@H]5CC[C@]43C)[C@@H]12,35,96,35,36,73,64,102,76
O=c1cc[nH]cc1,87,99,102,96,98,90,108,52
CCC(=O)c1ccc(OCCN(CC)CC)cc1,105,107,102,91,99,117,103,98
Cc1cc(Nc2ccc(C)c(Cl)c2)n2nc(C(F)(F)F)nc2n1,62,-17*,52,74,·,-9.2*,52,42
c1ccc(CNc2nc(Nc3ccc(-c4nc5ccccc5[nH]4)cc3)c3cn[nH]c3n2)cc1,9.8*,-17*,2.2*,-40*,18,15,-35*,4.3*
CCCCC(CC)(CO)CO,99,115,107,107,·,·,95,100

Letter code: A = CCRF-CEM; B = HOP-62; C = RPMI-8226; D = MOLT-4; E = EKVX; F = HOP-92; G = M14; H = A549/ATCC
O=C(O)c1cccc(-n2c(O)c(C=C3N=c4ccccc4=N3)sc2=S)c1
  A = 108	B = 97	C = 97	D = 104	E = 99	F = 86	G = 99	H = 105
C#CCOc1ccc2ncnc(N3CCN(C(=O)C=C)CC3)c2c1
  A = 114[8.25 µM]	B = 113[8.25 µM]	C = 95[8.25 µM]	D = 100[8.25 µM]	E = 72[8.25 µM]	F = 81[8.25 µM]	G = 103[8.25 µM]	H = 87[8.25 µM]
COc1ccc(C(=O)COc2cccc(/C=C3\COc4ccc5ccccc5c4C3=O)c2)cc1
  A = 13	B = 97	C = 2.9*	D = 44	E = 45	F = 34	G = 91	H = ·
COC(=O)C(=[N+]=[N-])C(=O)c1ccc([N+](=O)[O-])o1
  A = 84	B = 90	C = 79	D = 94	E = 111	F = 83	G = 90	H = 65
O=C(CCCN1CCC(O)(c2cccc(C(F)(F)F)c2)CC1)c1ccc(F)cc1
  A = 101	B = 93&98	C = 91&100	D = 85&84	E = 105	F = 74	G = 90&93	H = 105
Clc1ccc(Nc2ccc3nnc(-c4ccncc4)n3n2)cc1
  A = 70	B = 90	C = 81	D = 75	E = ·	F = ·	G = 94	H = 79
O=C(CSc1nnc(-c2cc(-c3ccccc3)nc3ccccc23)o1)c1ccc(Br)cc1
  A = 105	B = 101	C = 109	D = 104	E = 107	F = 114	G = 101	H = 105
O=C1c2ccccc2C(=O)N1Cc1ccc([N+](=O)[O-])cc1
  A = 95	B = 98	C = 102	D = 89	E = 98	F = 104	G = 102	H = 103
Oc1cc2c(cc1Nc1ncnc3c1oc1ccccc13)CCCC2
  A = 93[50 µM]	B = 77[50 µM]	C = 82[50 µM]	D = 79[50 µM]	E = 88[50 µM]	F = 101[50 µM]	G = 95[50 µM]	H = 91[50 µM]
O=C(O)Cn1c(O)c(/C=C2/C=c3cc4c(cc3=NC2=O)OCO4)sc1=S
  A = 95	B = 93	C = 104	D = 100	E = 99	F = 79	G = 93	H = 98
N=C(N)c1ccc(-c2ccc(-c3ccccc3)s2)nc1
  A = 69	B = 89	C = 48	D = 57	E = 89	F = 70	G = 89	H = 84
Ic1ccc2ccccc2c1
  A = 114	B = 104	C = 122	D = 112	E = 111	F = 81	G = ·	H = 112
